Screens (PubChem)
LYPLA2 counter – LYPLA2 inhibitors, primary screen, counter-screen for PME1 inhibitor project, biochemical, fluorescence polarization, FP-Rh probe ABPP. actives 0.38% (n = 320,000). inhibition, % at 5.9 µM. recombinant LYPLA2. Acyl-protein thioesterase 2 (Homo sapiens), O95372;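 active = inhibition above the screen-wide mean plus 3 SD, limit set per campaign, cut at about 26% in these data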;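 note: 0% = LYPLA2 with DMSO and 100% = wells lacking LYPLA2 enzyme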
Target sequence (O95372 whole entry, looked up): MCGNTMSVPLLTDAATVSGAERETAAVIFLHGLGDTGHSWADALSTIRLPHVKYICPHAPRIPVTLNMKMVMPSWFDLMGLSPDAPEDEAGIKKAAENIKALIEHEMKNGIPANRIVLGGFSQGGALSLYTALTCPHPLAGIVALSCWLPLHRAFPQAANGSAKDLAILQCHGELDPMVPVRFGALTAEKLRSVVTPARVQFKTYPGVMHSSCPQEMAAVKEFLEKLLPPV
PAD4 inh – human PAD4 inhibitors, primary screen, biochemical, fluorescence polarization, 1536-well format. Protein-arginine deiminase type-4 (Homo sapiens), Q9UM07. recombinant PAD4, RCA probe fluorescence polarization. inhibition, % at 6.36 µM. actives 0.41% (n = 330,000). AID 485272, 2010;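 active = percent inhibition above a cutoff equal to the mean of all tested compounds plus 3 SD, cut at about 15% in these data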;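 note: 0% = PAD4 with RCA probe and DMSO and 100% = probe without PAD4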
PREPL inh – PREPL enzyme inhibitors, primary screen, biochemical, fluorescence polarization | Prolyl endopeptidase-like (Homo sapiens), Q4J6C6 | recombinant PREPL, fluorescence polarization activity-based probe | inhibition, % at 5.96 µM | actives 0.68% (n = 320,000); in the data active = inhibition above about 43%;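 note: 0% = enzyme with DMSO and 100% = wells lacking enzyme; many of its hits are not listed in these tables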
Target sequence (Q4J6C6 whole entry, looked up): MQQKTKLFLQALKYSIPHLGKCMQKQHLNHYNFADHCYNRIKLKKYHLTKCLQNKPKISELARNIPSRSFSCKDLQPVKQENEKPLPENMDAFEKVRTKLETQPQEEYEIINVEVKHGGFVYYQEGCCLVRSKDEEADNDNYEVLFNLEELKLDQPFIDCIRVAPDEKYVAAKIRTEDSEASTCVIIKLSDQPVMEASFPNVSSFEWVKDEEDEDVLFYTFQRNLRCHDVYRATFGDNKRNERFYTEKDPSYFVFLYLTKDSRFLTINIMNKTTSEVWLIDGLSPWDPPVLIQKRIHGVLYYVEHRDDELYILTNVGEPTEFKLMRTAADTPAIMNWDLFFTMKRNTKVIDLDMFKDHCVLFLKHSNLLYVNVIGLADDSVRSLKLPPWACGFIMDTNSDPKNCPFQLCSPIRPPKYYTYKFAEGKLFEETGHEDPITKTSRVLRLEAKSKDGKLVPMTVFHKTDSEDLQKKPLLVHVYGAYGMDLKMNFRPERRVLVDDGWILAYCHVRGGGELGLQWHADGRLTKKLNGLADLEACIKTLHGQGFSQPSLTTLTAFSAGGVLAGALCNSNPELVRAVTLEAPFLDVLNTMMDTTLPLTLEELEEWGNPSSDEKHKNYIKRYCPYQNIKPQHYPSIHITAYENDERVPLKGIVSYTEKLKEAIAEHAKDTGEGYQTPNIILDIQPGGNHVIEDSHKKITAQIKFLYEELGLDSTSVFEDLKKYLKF
EBNA-1 inhibitor – EBNA-1 DNA-binding inhibitors, primary screen, biochemical, fluorescence polarization; inhibition, % at 14.8 µM; AID 1950, 2009; actives 0.34% (n = 300,000); in the data active = inhibition above about 28%
LYPLA1 inh – LYPLA1 inhibitors, primary screen, counter-screen for PME1 inhibitor project, biochemical, fluorescence polarization, FP-Rh probe ABPP; Acyl-protein thioesterase 1 (Homo sapiens), O75608; recombinant LYPLA1; inhibition, % at 5.9 µM; actives 0.16% (n = 320,000);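 active = inhibition above the mean of all tested compounds plus 3 SD, set per campaign, cut at about 14% in these data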;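 note: inhibitors block serine hydrolase probe labeling of LYPLA1 so polarization falls; 0% = enzyme with DMSO and 100% = wells lacking LYPLA1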
PAFAH1B3 FP inh – PAFAH1B3 enzyme inhibitors, primary screen, biochemical, fluorescence polarization, human; Platelet-activating factor acetylhydrolase IB subunit alpha1 (Homo sapiens), Q15102; recombinant PAFAH1B3, FP-rhodamine probe; inhibition, % at 3.39 µM; actives 0.28% (n = 340,000); AID 492972, 2010;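 active = inhibition above the screen-wide average of all tested compounds plus 3 SD, cut at about 25% in these data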;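 note: 0% = enzyme with DMSO only and 100% = wells lacking PAFAH1B3 protein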
GSTO1 counter – inhibitors of recombinant GSTO1, primary screen, counter-screen for RBBP9 inhibitor project, biochemical, fluorescence polarization. inhibition, % at 5.96 µM. actives 1.1% (n = 300,000). activity-based probe fluorescence polarization. AID 1974, 2009. Glutathione S-transferase omega-1 (Homo sapiens), P78417;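 active = inhibition above the campaign mean inhibition plus 3 SD, cut at about 35% in these data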;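 note: 0% = GSTO1-1 with DMSO and 100% = wells lacking GSTO1-1 enzyme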
PAFAH2 FP inh – PAFAH2 enzyme inhibitors, primary screen, biochemical, fluorescence polarization, human; Platelet-activating factor acetylhydrolase 2, cytoplasmic (Homo sapiens), Q99487; recombinant PAFAH2, FP-rhodamine activity probe; inhibition, % at 3.39 µM; actives 0.99% (n = 340,000); AID 492956, 2010;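 active = inhibition above the mean over all tested compounds plus 3 SD, cut at about 30% in these data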;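 note: inhibitors block probe labeling of enzyme so polarization drops; 0% = enzyme with DMSO and 100% = wells lacking PAFAH2 protein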
ZTA counter – counter-screen for EBNA-1 inhibitors: inhibitors of Epstein-Barr virus ZTA; actives 0.15% (n = 320,000); inhibition, % at 11 µM; ZTA-DNA binding, fluorescence polarization; P03206; in the data active = inhibition above about 33%
Active calls of the source: *; . = no result given. An excerpt; rates above refer to the full screens.

SMILES	LYPLA2 counter	PAD4 inh	PREPL inh	EBNA-1 inhibitor	LYPLA1 inh	PAFAH1B3 FP inh	GSTO1 counter	PAFAH2 FP inh	ZTA counter
CC(OC(=O)CN1C(=O)c2ccccc2C1=O)C(=O)NC1CCCC1 (stereo not drawn)	2	-2	-1	10	0	-1	10	-10	-11
Cc1cc([N+](=O)[O-])ccc1NC(=O)Cc1ccc(F)cc1	2	1	11	3	-2	4	7	-9	3
Cc1nc(-c2cccc(Cl)c2)n[nH]1	5	0	-1	5	4	13	6	8	-10
O=C(COC(=O)c1ccc(O)cc1)Nc1ccc2[nH]c(=O)[nH]c2c1	3	5	2	4	3	7	3	11	17
COC(=O)c1scc(C)c1N/N=C(\C)c1ccc(F)cc1F	-4	-4	5	-21	-2	5	0	4	-1
CCOc1cccc(C2NC(=S)NC(C)=C2C(=O)Nc2ccccc2)c1 (stereo not drawn)	-4	-1	-2	6	-3	8	-3	-2	8
COc1ccc(CNC(=O)C2=CC(c3ccc(OC)c(OC)c3)=NS(=O)(=O)N2C)cc1	1	4	-4	3	-3	1	3	4	16
CCCCC(=O)N(c1ccc(C(=O)O)cc1)c1nc(-c2ccc(Cl)cc2)c(CC)s1	-1	6	2	-7	-1	0	11	-4	-1
CC(C)c1ccc(C2N3CC4([N+](=O)[O-])CN2CC([N+](=O)[O-])(C3)C4(C)C)cc1 (stereo not drawn)	-1	-3	-3	-4	-5	2	1	-6	12
Cc1nc(SCc2ccccc2F)c2oc3ccccc3c2n1	-4	-3	4	4	-2	-5	-2	-1	14
CCN1CCN(C(=O)CN(Cc2ccccc2)S(C)(=O)=O)CC1	3	5	0	4	-1	4	1	17	5
CC(NC(=S)NC1CCCCC1)C(c1ccccc1)N1CCOCC1 (stereo not drawn)	2	1	9	-1	4	8	5	-1	2
CN(C)CCN(Cc1ccccc1)C(=O)[C@H](Cc1ccccc1)N1C(=O)c2ccccc2C1=O	8	2	13	-4	0	-3	3	7	3
Cc1ccc(-c2csc3ncn(CC(=O)O)c(=O)c23)cc1C	6	-2	2	3	2	6	-6	4	-21
CCC/C(O)=C1\C(=O)CCCC1=NCCc1c(C)[nH]c2ccc(OC)cc12	-2	-3	7	9	6	6	1	-1	2
C/C(=N\NC(=O)C1CC1)c1cccnc1	-3	0	1	0	-5	11	7	-6	10
CC1CCCC(NC(=O)C2CCN(S(=O)(=O)N3CCOCC3)CC2)C1C (stereo not drawn)	-4	3	1	14	2	1	-4	-6	12
O=S(=O)(O)c1nc2ccccc2n1Cc1ccc(Cl)cc1	-6	1	-10	1	-2	5	-5	5	14
C/C(=N/NC(=O)c1ccco1)c1cccc(NC(=O)c2ccc(C)s2)c1	11	-6	7	-11	-3	4	-4	4	-1
COc1cc2cc(CN(CCN3CCCC3)C(=O)Nc3ccccc3Cl)c(=O)[nH]c2cc1OC	5	-2	28	-3	3	-5	3	4	5
CCOC(=O)c1cnc2c(c(C)nn2C)c1Oc1ccc(Cl)cc1	-6	-5	-6	8	0	2	-1	1	11
CCC1(C)Cc2c(sc3nc(SC)n(Cc4ccccc4)c(=O)c23)CO1 (stereo not drawn)	6	2	-5	-2	0	2	1	-1	-12
O=C(Cc1ccccc1)c1ccc(Cl)cc1	10	4	0	-6	1	2	-1	-3	0
CC(C)(Oc1ccc(Cl)cc1)C(=O)O/N=C(\N)c1ccncc1	6	1	6	5	0	3	4	4	0
COc1cc(/C=C/C(=O)N2CCCc3ccccc32)cc(OC)c1OC	7	0	11	-8	-3	3	8	0	1
Later entries
SMILES	LYPLA2 counter	PAD4 inh	PREPL inh	EBNA-1 inhibitor	LYPLA1 inh	PAFAH1B3 FP inh	GSTO1 counter	PAFAH2 FP inh	ZTA counter
COc1ccc(NC(=O)CNC(=O)Cc2cccc3ccccc23)c(OC)c1	-2	-6	15	9	-3	12	9	11	7
O=C(Cn1nc(-c2ccccc2Cl)ccc1=O)Nc1ccc(Br)cc1	-4	-4	-31	-6	-4	8	2	0	-1
Cc1c(C)n(Cc2ccccc2)c2ccc(C(=O)OCCCN(C)C)cc12	-2	-5	34	-6	7	8	3	7	-10
COc1cccc(NC(=O)c2ccccc2Oc2ccccc2)c1	-4	-6	-5	1	1	7	5	-1	3
CCCCCC1=NN2C(=O)CC(=O)N=C2S1	2	1	9	-7	0	0	3	4	10
CC(CNC(=O)c1cc(COc2c(F)cccc2F)on1)c1ccccc1 (stereo not drawn)	-3	-2	-4	-3	-2	9	0	-4	1
CCC(=O)N1CCc2cc(S(=O)(=O)CCC(=O)Nc3ccc(OC)cc3)ccc21	-1	-1	4	-10	-1	1	12	-3	-4
COc1cccc(CNC(=O)CSc2nc(=O)n(Cc3ccncc3)c3c2CCC3)c1	5	1	-4	-4	-1	3	0	0	1
CC(C)CCN(N=O)[C@@H](Cc1ccccc1)CN(N=O)[C@@H](Cc1ccccc1)CN(C)N=O	-1	-1	1	0	-5	1	7	0	-6
CC1CCN(C(=O)/C(=C/c2ccccc2Cl)c2ccccc2)CC1	0	1	6	5	4	4	0	-2	9
Cc1cc(NC(=O)CCC(=O)N(CC(C)C)C(C(=O)NC(C)(C)C)c2ccccc2Cl)no1 (stereo not drawn)	6	2	6	-16	3	-1	0	11	-7
CCN(C(=O)CSc1nc(C)c(C)c(C)n1)C1CCS(=O)(=O)C1 (stereo not drawn)	.	1	10	.	.	2	.	2	.
Cc1cccc(CNC(=O)CCc2nnc(C3CCCCC3)o2)c1	9	4	3	5	4	-4	3	0	15
O=C(CN1C(=O)COc2ccc(Cl)cc21)Nc1ccc(N2CCOCC2)cc1	10	0	10	5	0	2	-2	-3	6
COC(=O)C(Cc1ccccc1)NC(=O)CCC(=O)NC(C)CCc1ccccc1 (stereo not drawn)	-8	1	8	-19	-3	2	5	-5	5
Cc1nc2nc(C)c(NS(=O)(=O)c3ccc(C4CCCCC4)cc3)c(=O)n2[nH]1	4	-1	0	-7	-3	5	-3	-3	-3
Nc1nc2ccc(-c3nc4ccccc4o3)cc2s1	12	-3	2	10	-1	6	-9	1	-2
CCOC(=O)c1ccc(NC(=O)C2C3CCC(C3)C2C(=O)O)cc1 (stereo not drawn)	-4	3	2	0	-2	0	-2	-10	7
Cc1oc(C(=O)Nc2ccc(C(=O)O)cc2)cc1COc1ccccc1	7	-2	-10	-1	0	6	-9	-5	3
O=C(NCc1nc2ccccc2[nH]1)C1=C[C@H](c2ccc3c(c2)OCO3)C[C@H](OCCCCO)O1	2	2	-5	-3	1	-5	0	2	0
O=C(c1ccc2c(c1)OCO2)N1CCN(S(=O)(=O)c2ccccc2)CC1	-5	-4	1	3	0	11	3	-1	11
COc1ccc(-c2ccc3c(c2)S(=O)(=O)c2cccc(C(=O)N4CCN(c5c(Cl)cncc5Cl)CC4)c2C3=O)cc1OC	.	-11	17	.	.	-5	.	6	.
Cc1cc(=O)oc2cc(OCC(=O)OCC(=O)N(CCC#N)c3ccccc3)ccc12	8	0	15	1	-1	3	3	4	-7
O=C(CSc1ccc(-c2ccccc2)nn1)N1CCCCC1	-8	4	3	-1	-2	4	-1	-2	5

Retrieved one by one from the list above, 2 records:
SMILES	LYPLA2 counter	PAD4 inh	PREPL inh	EBNA-1 inhibitor	LYPLA1 inh	PAFAH1B3 FP inh	GSTO1 counter	PAFAH2 FP inh	ZTA counter
O=S(=O)(O)c1nc2ccccc2n1Cc1ccc(Cl)cc1	-6	1	-10	1	-2	5	-5	5	14
Cc1nc2nc(C)c(NS(=O)(=O)c3ccc(C4CCCCC4)cc3)c(=O)n2[nH]1	4	-1	0	-7	-3	5	-3	-3	-3

16 successive records from above, quoted:
SMILES	LYPLA2 counter	PAD4 inh	PREPL inh	EBNA-1 inhibitor	LYPLA1 inh	PAFAH1B3 FP inh	GSTO1 counter	PAFAH2 FP inh	ZTA counter
CCC(=O)N1CCc2cc(S(=O)(=O)CCC(=O)Nc3ccc(OC)cc3)ccc21	-1	-1	4	-10	-1	1	12	-3	-4
COc1cccc(CNC(=O)CSc2nc(=O)n(Cc3ccncc3)c3c2CCC3)c1	5	1	-4	-4	-1	3	0	0	1
CC(C)CCN(N=O)[C@@H](Cc1ccccc1)CN(N=O)[C@@H](Cc1ccccc1)CN(C)N=O	-1	-1	1	0	-5	1	7	0	-6
CC1CCN(C(=O)/C(=C/c2ccccc2Cl)c2ccccc2)CC1	0	1	6	5	4	4	0	-2	9
Cc1cc(NC(=O)CCC(=O)N(CC(C)C)C(C(=O)NC(C)(C)C)c2ccccc2Cl)no1 (stereo not drawn)	6	2	6	-16	3	-1	0	11	-7
CCN(C(=O)CSc1nc(C)c(C)c(C)n1)C1CCS(=O)(=O)C1 (stereo not drawn)	.	1	10	.	.	2	.	2	.
Cc1cccc(CNC(=O)CCc2nnc(C3CCCCC3)o2)c1	9	4	3	5	4	-4	3	0	15
O=C(CN1C(=O)COc2ccc(Cl)cc21)Nc1ccc(N2CCOCC2)cc1	10	0	10	5	0	2	-2	-3	6
COC(=O)C(Cc1ccccc1)NC(=O)CCC(=O)NC(C)CCc1ccccc1 (stereo not drawn)	-8	1	8	-19	-3	2	5	-5	5
Cc1nc2nc(C)c(NS(=O)(=O)c3ccc(C4CCCCC4)cc3)c(=O)n2[nH]1	4	-1	0	-7	-3	5	-3	-3	-3
Nc1nc2ccc(-c3nc4ccccc4o3)cc2s1	12	-3	2	10	-1	6	-9	1	-2
CCOC(=O)c1ccc(NC(=O)C2C3CCC(C3)C2C(=O)O)cc1 (stereo not drawn)	-4	3	2	0	-2	0	-2	-10	7
Cc1oc(C(=O)Nc2ccc(C(=O)O)cc2)cc1COc1ccccc1	7	-2	-10	-1	0	6	-9	-5	3
O=C(NCc1nc2ccccc2[nH]1)C1=C[C@H](c2ccc3c(c2)OCO3)C[C@H](OCCCCO)O1	2	2	-5	-3	1	-5	0	2	0
O=C(c1ccc2c(c1)OCO2)N1CCN(S(=O)(=O)c2ccccc2)CC1	-5	-4	1	3	0	11	3	-1	11
COc1ccc(-c2ccc3c(c2)S(=O)(=O)c2cccc(C(=O)N4CCN(c5c(Cl)cncc5Cl)CC4)c2C3=O)cc1OC	.	-11	17	.	.	-5	.	6	.
